# NCI-60 one-dose screen, 48 h, at 10 µM unless noted. Numbers give growth in % (100 = growth as untreated, 0 = no growth, -100 = all killed).
# HCC-2998: HCC-2998 colon cancer. hit rate 4.7% among 79,000
# U251: U251 CNS tumor cells. hit rate 5.4% among 80,000
# SNB-19: SNB-19 CNS cancer cells; hit rate 2.5% among 81,000; AID 1794751
# SNB-75: SNB-75 CNS cancer | hit rate 5% among 79,000
# SF-295: SF-295 CNS cancer cells; AID 1794758; hit rate 5.6% among 79,000
# PC-3: PC-3 prostate cancer cells; hit rate 3.9% among 80,000; AID 1794754
# SF-268: SF-268 CNS cancer cells. hit rate 3.1% among 82,000
# SF-539: SF-539 CNS cancer; hit rate 6.8% among 81,000
# * hit, by the source's call; . = not tested or not shown; & = joins results of further samples. The calls were made as follows: active = growth percent below 10; inactive = the rest.
cpd	mol	HCC-2998	U251	SNB-19	SNB-75	SF-295	PC-3	SF-268	SF-539
1	CCCCNC(C)(C)C(SSSC(c1ccco1)C(C)(C)NCCCC)c1ccco1 (stereo not drawn)	107	97	104	92	101	88	102	105
2	CC1(C)CC(=O)C2=C(C1)N(CCc1ccc(S(N)(=O)=O)cc1)C1=C(C(=O)CC(C)(C)C1)C2c1ccc(Cl)cc1	97	101	96	90	95	94	91	94
3	NS(=O)(=O)c1ccc(NC(=S)NC(=O)c2ccc(Cl)c(Cl)c2)cc1	107	87	99	84	87	69	97	95
4	COc1ccc(NC(=O)Nc2ccc(OCCCCCC(=O)NO)cc2)cc1	110	101	102	93	109	98	101	103
5	CN(C)S(=O)(=O)c1cccc(-c2nc3sc4c(c3c(=O)[nH]2)CCCC4)c1	-50*	1.8*	54	-12*	25	.	65	23
6	CCCCCCCC(CC(=O)O)OC(=O)CC(CCCCCCC)OC1OC(C)C(O)C(O)C1OC1OC(C)C(O)C(O)C1O (stereo not drawn)	138	142	105	.	119	141	155	159
7	NNC(=O)c1cc(=O)[nH]c(=O)[nH]1	122	101	111	109	125	101	112	112
8	CC(C)=CCC(O)(c1ccccc1)c1nccs1 (stereo not drawn)	93	.	111	87	94	94	110	95
9	Nc1cc2c(c(O)c1O)C(=O)c1ccccc1C2=O	103	88	94	75	100	85	73	70
10	O=C1Nc2ccccc2C1=Nc1ccc(F)c(Cl)c1	105	100	95	95	95	90	90	105
11	O=C(Nc1cccc2ccccc12)c1ccc(/C=C/C(=O)c2ncc[nH]2)cc1	104	32	54	81	93	91	76	65
12	C=C1C(=O)O[C@H]2[C@H]1CC/C(COC(=O)c1cc(OC)c(OC)c(OC)c1)=C\CC[C@@]1(C)O[C@@H]21	41	9.2*	31	46	51	19	16	-48*
13	CC(NC=O)C(=O)O (stereo not drawn)	113	99	105	79	.	103	102	101
14	CCCCCC/C(C=O)=C\c1ccccc1	115	106	106	99	101	79	100	101
15	COc1cc(-c2nc3occn3c2-c2ccnc(NCCNS(=O)(=O)c3ccc(Cl)cc3)n2)ccc1F	103	90	92	69	89	56	68	85
16	COC(=O)C1=C(C)NC(C)=C(C(=O)OC)C1c1ccccc1[N+](=O)[O-]	93	96	107	95	106	82	107	96
17	Cc1cc(CSC(=N)N)c(CSC(=N)N)cc1C	87	95	95	106	93	107	121	97
18	O=C(O)CCC(=O)c1ccc([N+](=O)[O-])cc1	107	95	101	91	97	95	106	97
19	O=S(=O)(c1ccccc1)n1nccn1	105	99	98	86	104	111	111	100
20	CCCSc1nc(NCCc2c[nH]c3ccccc23)c(C#N)c(-c2ccc(F)cc2)n1	44	28	.	86	41	24	54	45
21	O=C(Cn1nnc2ccccc21)N/N=C/c1cccc(O)c1O	76	34	53	65	56	56	39	53
22	CCOCc1cc(-n2c(-c3ccc(Cl)cc3)cc(C(=O)OCC)c2C)ccc1O	105	86	99	70	92	94	86	100
23	COc1cc2c(c(OC)c1OC)C1(NCC2)C(=O)Nc2ccc(Cl)cc21 (stereo not drawn)	119	87	94	88	102	81	93	91
24	C/C(=N\N1CC(=O)NC1=O)c1ccc([N+](=O)[O-])o1	.	102	99	96	104	94	85	108
25	COc1cc(C2N=C(NNc3ccccc3)NC(C)=C2C(C)=O)ccc1O (stereo not drawn)	99	100	93	89	101	85	86	99
26	COc1cc(NC(C)=O)ccc1NC(=O)c1[nH]c(C)c(Cl)c1Cl	106	98	99	102	104	83	95	91
27	CSc1ccc2c3c(n(C[C@H](O)CO)c(=O)c2c1)-c1ccccc1C3=O	89	14	33	61	14	45	44	10
28	CCN1C(=O)C(C)C=C(C)C=C1C (stereo not drawn)	103	111	109	104	60	123	103	112
29	CCCCNc1nnc(-c2ccc(-n3nc(-c4ccc(OC)cc4)cc3-c3ccc(OC)cc3)cc2)s1	97	85	86	98	97	72	89	98
30	O=C(/C=C/C(=O)Oc1ccccc1Cl)Oc1ccccc1Cl	100	86	98	92	97	89	104	.
31	O=C(O)C1=C(C2CCCCC2)C(=O)c2ccccc21	121	107	104	93	112	103	98	110
32	C[C@@H]1CC[C@@]2(OC1)O[C@H]1C[C@H]3[C@@H]4CC=C5c6sc(Nc7ccccn7)nc6CC[C@]5(C)[C@H]4CC[C@]3(C)[C@H]1[C@@H]2C	106	97	98	94	101	83	114	103
33	O=c1cccc[nH]1	107&115	104&109	103&101	86&88	106&102	98&93	96&115	102&105
34	N#Cc1c(-c2ccccc2)nc(SCCC(=O)N2CCN(c3ccccc3)CC2)[nH]c1=O	112	95	113	111	103	100	108	103
35	CN1CCCc2cc(/C=C3/SC(=S)N(CCc4ccc(O)cc4)C3=O)ccc21	106	94	93	74	100	68	76	85
36	O=C(Nc1ccc(Cl)cc1)NC1CCCCC1	112	102	115	110	102	103	102	104
37	N#CC(c1ccccc1)C1CCCCC1 (stereo not drawn)	94	102	105	106	102	100	100	110
38	CCN1CCN(/C(=N\c2sc(-c3ccccc3)nc2-c2ccccc2)c2ccccc2)CC1	77	67	85	89	111	66	89	88
39	CCC(=O)OC1CCCCC1	107	103	.	80	108	96	103	97
40	c1ccc2c(c1)COC(NNC1=Nc3ccccc3CO1)=N2	105	104	105	85	95	94	115	99

# Continued.
# Keys: A = HCC-2998; B = U251; C = SNB-19; D = SNB-75; E = SF-295; F = PC-3; G = SF-268; H = SF-539
41) CSc1nccc(-c2c(-c3ccc(N)cc3)nc3sccn23)n1
  A: 115; B: 105; C: 103; D: 92; E: 94; F: 101; G: 103; H: 107
42) O=c1[nH]c(-c2cccc3ccccc23)nc2sc3c(c12)CCCCCC3
  A: 108; B: 75; C: 108; D: 70; E: .; F: 77; G: 88; H: 94
43) O=C(O)c1ccc(NCCCCN2C(=O)COc3ccccc3C2=O)cc1
  A: 107; B: 97; C: 102; D: 91; E: 103; F: 94; G: 93; H: 98
44) O=C(CN1C(=O)NC2NC(=O)NC21)N/N=C/c1ccccc1 (stereo not drawn)
  A: 102; B: 104; C: 94; D: 82; E: 100; F: 99; G: 100; H: 88
45) O=C1c2ccccc2C(=O)N1CCCN1c2ccncc2Sc2ccncc21
  A: 115; B: 95; C: 101; D: 115; E: 107; F: 94; G: 117; H: 100
46) O=C1NC(=S)NC(=O)C1=Cc1ccc(Cl)c(Cl)c1
  A: 105; B: 106; C: 102; D: .; E: 114; F: 99; G: 114; H: 103
47) O=C1c2nccnc2C(=O)N1Cc1ccccc1
  A: 103; B: 107; C: 115; D: 102; E: 109; F: 94; G: 102; H: 95
48) C[C@H](c1nc2ccc(Br)cc2[nH]1)[C@H]1CC[C@H]2[C@@H]3CCC4=CC(=O)CC[C@]4(C)[C@H]3CC[C@]12C
  A: 97; B: 86; C: 91; D: 68; E: 72; F: 93; G: 86; H: 82
49) O=C(Nc1ccc(CN2CCc3nc4cc(O)c(O)cc4cc32)cc1)c1ccc(Cl)c(Cl)c1
  A: 112; B: 105; C: 97; D: 89; E: 101; F: 101; G: 97; H: 94
50) Nc1cnc(Nc2ccc(Br)cc2)nc1N
  A: 117; B: 99; C: .; D: 77; E: 97; F: 86; G: 101; H: 93

# An excerpt of these results, field by field:
29) CCCCNc1nnc(-c2ccc(-n3nc(-c4ccc(OC)cc4)cc3-c3ccc(OC)cc3)cc2)s1
  HCC-2998: 97 | U251: 85 | SNB-19: 86 | SNB-75: 98 | SF-295: 97 | PC-3: 72 | SF-268: 89 | SF-539: 98

30) O=C(/C=C/C(=O)Oc1ccccc1Cl)Oc1ccccc1Cl
  HCC-2998: 100 | U251: 86 | SNB-19: 98 | SNB-75: 92 | SF-295: 97 | PC-3: 89 | SF-268: 104 | SF-539: .

31) O=C(O)C1=C(C2CCCCC2)C(=O)c2ccccc21
  HCC-2998: 121 | U251: 107 | SNB-19: 104 | SNB-75: 93 | SF-295: 112 | PC-3: 103 | SF-268: 98 | SF-539: 110

32) C[C@@H]1CC[C@@]2(OC1)O[C@H]1C[C@H]3[C@@H]4CC=C5c6sc(Nc7ccccn7)nc6CC[C@]5(C)[C@H]4CC[C@]3(C)[C@H]1[C@@H]2C
  HCC-2998: 106 | U251: 97 | SNB-19: 98 | SNB-75: 94 | SF-295: 101 | PC-3: 83 | SF-268: 114 | SF-539: 103

# The list continues:
# Keys: A = HCC-2998; B = U251; C = SNB-19; D = SNB-75; E = SF-295; F = PC-3; G = SF-268; H = SF-539
51) N=c1ccn2c(n1)OC1C(O)C(CCl)OC12 (stereo not drawn)
  A: 87; B: 85; C: 96; D: 82; E: 103; F: 70; G: 106; H: 99
52) N[C@@H](Cc1c[nH]c2ccccc12)C(=O)Nc1nncs1
  A: 111; B: 102; C: 96; D: 77; E: 96; F: 89; G: 106; H: 103
53) CC1CCC(C(C)C)/C(=N/NC(=O)CC#N)C1 (stereo not drawn)
  A: 106; B: .; C: 108; D: 86; E: 98; F: 100; G: 106; H: 100
54) O=S(=O)(NCCNc1cc(-c2c(-c3cccc(O)c3)nc3sccn23)ccn1)c1ccc(O)cc1
  A: 115; B: 90; C: 92; D: 41; E: 99; F: 95; G: 85; H: 99
55) O=C(O)c1cn(C2CC2)c2cc(N3CCN(C(=O)CCCN4C(=O)S/C(=C/c5cccc([N+](=O)[O-])c5)C4=O)CC3)c(F)cc2c1=O
  A: 103; B: 95; C: 99; D: 82; E: 99; F: 101; G: 98; H: 91
56) COc1ccc(OC)c(Nc2nc3nonc3nc2N2CCCCC2)c1
  A: 110; B: 97; C: 106; D: 79; E: 94; F: 81; G: 107; H: 89
57) COc1ccc(C2=NN(C(=O)c3cc(OC)c(OC)c(OC)c3)C(c3ccc(Cl)cc3)C2)cc1OC (stereo not drawn)
  A: -62*; B: 24; C: 29; D: 22; E: -4.6*; F: 26; G: 38; H: -3.2*
58) O=C1OC(c2ccccc2)=N/C1=C\c1cccc([N+](=O)[O-])c1
  A: 107; B: 101; C: 109; D: 92; E: 101; F: 87; G: 92; H: 102
59) CN(C)C1CCCC/C=C\C(=O)NC1 (stereo not drawn)
  A: 114; B: 109; C: 105; D: 104; E: 166; F: 100; G: 108; H: 103
60) Nc1nc(Nc2ccccn2)nn1Cc1cccc(Br)c1
  A: 106; B: 95; C: 91; D: 123; E: 79; F: 80; G: 104; H: 96

# Entries of single compounds as entered above. Values in the order: HCC-2998 | U251 | SNB-19 | SNB-75 | SF-295 | PC-3 | SF-268 | SF-539
# O=C(/C=C/C(=O)Oc1ccccc1Cl)Oc1ccccc1Cl reads 100 | 86 | 98 | 92 | 97 | 89 | 104 | .
# COc1ccc(C2=NN(C(=O)c3cc(OC)c(OC)c(OC)c3)C(c3ccc(Cl)cc3)C2)cc1OC (stereo not drawn) reads -62* | 24 | 29 | 22 | -4.6* | 26 | 38 | -3.2*

# Next section:
# Keys: A = HCC-2998; B = U251; C = SNB-19; D = SNB-75; E = SF-295; F = PC-3; G = SF-268; H = SF-539
61) Cn1ncc(CC(=O)O)c1-n1nnc2cc(Cl)ccc2c1=O
  A: 107; B: 103; C: 96; D: 81; E: 92; F: 103; G: 103; H: 97
62) CC(C)(c1ccc(OCC(O)CNCc2ccco2)cc1)c1ccc(OCC(O)CNCc2ccco2)cc1 (stereo not drawn)
  A: 47; B: 70; C: 96; D: 80; E: 95; F: 76; G: 78; H: 90
63) Cc1cccc(N(CCO)CCO)c1
  A: 91; B: 98; C: 91; D: 93; E: 105; F: 92; G: 102; H: 87
64) Clc1cc(Nc2ncnc3sc4c(c23)CCCC4)ccc1OCc1ccccc1
  A: 100; B: 87; C: 91; D: 106; E: 97; F: 69; G: 96; H: 103
65) C=C(C)CCc1nccc2ccccc12
  A: 100; B: 98; C: 105; D: 102; E: 91; F: 105; G: 106; H: 92
66) COc1cc(-n2cc(C#N)c(N)c2C(=O)c2ccc(C#N)cc2)cc(OC)c1OC
  A: 109; B: 99; C: 102; D: 101; E: 91; F: 103; G: 110; H: 105
67) CC(C)CNC(=O)c1ccccc1Cl
  A: 96; B: 98; C: 97; D: 81; E: 94; F: 94; G: 101; H: 89
68) Nc1ccn(C2CC(N)C(CO)O2)c(=O)n1 (stereo not drawn)
  A: 75; B: 81; C: 68; D: 78; E: 82; F: 75; G: 102; H: 76
69) CCCCN(CCO)C(=O)c1ccc([N+](=O)[O-])cc1
  A: 122; B: 99; C: 104; D: 88; E: 104; F: 102; G: 106; H: 106
70) CNCCCC12CCC(c3ccccc31)c1ccccc12
  A: 51; B: 81; C: 92; D: 60; E: 100; F: 72; G: 92; H: 99
71) CCSc1nc(-c2ccco2)n2nc(-c3ccco3)cc2n1
  A: 84; B: 97; C: 113; D: 83; E: 101; F: 96; G: 113; H: 100
72) CCOC(=O)N1C(=O)/C(=C\c2ccc(Br)cc2)SC1=Nc1c(C)nn(-c2ccccc2)c1N
  A: 93; B: 38; C: 85; D: 86; E: 119; F: 81; G: 85; H: 93
73) Cc1ccc(NC(=O)N[C@@H](Cc2cc(F)cc(F)c2)C(=O)N[C@@H]2C(=O)N3CCC[C@H]3C(=O)N3CCOC[C@H]3C(=O)N[C@@H](C)C(=O)N3C[C@H](C)C[C@H]3C(=O)O[C@H]2C)cc1
  A: 34; B: 27; C: 22; D: 17; E: 13; F: 19; G: 28; H: 48
74) CCN(CC)CCSc1ccccc1
  A: 108; B: 92; C: 90; D: 95; E: 96; F: 96; G: 113; H: 96
75) CC(=O)CC(=O)SCCNC(C)=O
  A: 108; B: 101; C: 109; D: 90; E: 98; F: 98; G: 96; H: 102
76) CC(=O)c1nn(-c2ccc(S(N)(=O)=O)cc2)c2nc3nccc(-c4cc5ccccc5oc4=O)c3c(=O)n12
  A: 105; B: 96; C: 88; D: .; E: 96; F: 78; G: 96; H: 92
77) CCC(C#N)(CC)CC
  A: 99; B: 107; C: 114; D: 88; E: .; F: 113; G: 105; H: 105
78) Nc1ccc(C(=O)c2ccc(N)cc2)cc1
  A: 108; B: 114; C: 106; D: 92; E: 108; F: 101; G: 97; H: 106

# Screening results (PubChem BioAssay)
